CCHFV vOTU inh = CCHFV vOTU protease inhibition. 370,000 compounds, 0.55% hits. inhibition, % at 11.5 µM. Pep-AMC fluorescence; also: 0% = vehicle wells with enzyme and 100% = no enzyme wells
GDH-TPI inh = GDH-TPI coupled enzyme inhibition counter-screen; GDH-TPI coupled enzyme counterscreen, NADH absorbance; inhibition, % at 4.8 µM; 360,000 compounds, 1.2% hits; AID 588335;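 also: 0% = DMSO wells and 100% = wells lacking the enzyme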
BoNT A protease = inhibitors of Botulinum neurotoxin A light chain protease; multiplex microsphere protease substrate cleavage, flow cytometry; inhibition, % at 10 µM; 360,000 compounds, 0.17% hits; AID 588499; in the data active = inhibition above about 30%; inconclusive = no clear call, values can overlap the other calls; also: plate controls were buffer without enzyme for full effect and enzyme alone for no effect
Mtb UGM inh = inhibitors of M. tuberculosis UDP-galactopyranose mutase | 320,000 compounds, 0.06% hits | purified UGM, fluorescence polarization probe displacement | inhibition, % at 10 µM | P9WIQ1; in the data active = inhibition above about 10%, passing the limit was not always enough; inconclusive = no clear call, values can overlap the other calls
Target sequence (P9WIQ1 whole entry, looked up): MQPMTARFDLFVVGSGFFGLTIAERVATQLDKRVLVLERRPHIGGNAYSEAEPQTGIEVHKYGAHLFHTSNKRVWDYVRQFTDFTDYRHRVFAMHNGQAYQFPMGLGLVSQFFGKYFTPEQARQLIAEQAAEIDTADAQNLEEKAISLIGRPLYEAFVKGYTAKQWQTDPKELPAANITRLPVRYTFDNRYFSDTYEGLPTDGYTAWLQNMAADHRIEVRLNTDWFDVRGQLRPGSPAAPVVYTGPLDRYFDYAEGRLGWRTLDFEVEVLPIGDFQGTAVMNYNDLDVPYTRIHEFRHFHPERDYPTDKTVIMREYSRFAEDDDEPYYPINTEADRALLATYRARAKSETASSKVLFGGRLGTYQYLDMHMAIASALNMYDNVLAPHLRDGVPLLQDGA
Mtb FBA inh = Mtb fructose-bisphosphate aldolase inhibition; P9WQA3; purified M. tuberculosis FBA, fluorescence read-out; inhibition, % at 1 µM; 360,000 compounds, 2.3% hits; in the data active = inhibition above about 27%;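 also: 0% = vehicle and 100% = reference inhibitor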
Target sequence (P9WQA3 whole entry, looked up): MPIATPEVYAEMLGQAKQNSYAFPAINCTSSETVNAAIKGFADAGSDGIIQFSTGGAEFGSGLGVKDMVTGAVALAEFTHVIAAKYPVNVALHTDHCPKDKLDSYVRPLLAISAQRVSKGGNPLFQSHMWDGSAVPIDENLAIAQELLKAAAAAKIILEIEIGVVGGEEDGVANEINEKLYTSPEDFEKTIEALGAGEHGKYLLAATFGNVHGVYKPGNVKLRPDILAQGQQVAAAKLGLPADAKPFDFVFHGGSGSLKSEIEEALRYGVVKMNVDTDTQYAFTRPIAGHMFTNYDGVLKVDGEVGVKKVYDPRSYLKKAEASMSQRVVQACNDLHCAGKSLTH
PrPC surface inh = reduces human prion protein on the cell surface; P04156; AID 720596; inhibition, % at 13.8 µM; cell surface PrPC, TR-FRET read-out; 370,000 compounds, 0.43% hits; in the data active = inhibition above about 24%; also: 0% = median of the test wells and 100% = reference compound wells
BoNT-F LC inh = blocks Botulinum neurotoxin F light chain protease; inhibition, % at 10 µM; 360,000 compounds, 0.22% hits; Multiplex microsphere protease cleavage assay, flow cytometry; in the data active = inhibition above about 35%, passing the limit was not always enough; inconclusive = no clear call, values can overlap the other calls; also: plate controls were buffer without enzyme for full effect and enzyme alone for no effect
FadD28 binding = inhibitors of Mycobacterium tuberculosis FadD28 bisubstrate binding; FadD28 bisubstrate probe binding, fluorescence polarization; inhibition, % at 12.5 µM; 360,000 compounds, 0.22% hits; AID 588549; in the data active = inhibition above about 8.5%, passing the limit was not always enough; inconclusive = no clear call, values can overlap the other calls
BioA inh = blocks M. tuberculosis BioA enzyme activity; purified M. tuberculosis BioA enzyme, plate reader; inhibition, % at 9.99 µM; 360,000 compounds, 0.096% hits; AID 602481; in the data active = inhibition above about 40%; inconclusive = no clear call, values can overlap the other calls
* = called active by the depositor; ? = inconclusive; nt = not tested or not shown; & = joins results of further samples. Rule as the data show it, unless noted: active = inhibition above about 30%; inactive = the rest. This is a random part of the collection. Share with any hit: about 4.8%.

SMILES	CCHFV vOTU inh	GDH-TPI inh	BoNT A protease	Mtb UGM inh	Mtb FBA inh	PrPC surface inh	BoNT-F LC inh	FadD28 binding	BioA inh
Cc1cc(C)cc(NC(=O)c2ccc(Cn3nc(C)c(Cl)c3C)o2)c1	8	-3	-0.2	0.6	1	15	7	-5.3	1.9
COCCn1nnnc1C(c1ccc2ncccc2c1)N1CCN(c2ccccc2F)CC1 (configuration not stated)	14	16	-0.5	3.4	1	-6	-6	0.3	1.0
Cc1noc(C)c1CSCC(=O)Nc1cc(Cl)ccc1N1CCCCC1	8	-1	4.4	-0.5	2	7	-2	-0.7	-0.2
Nc1c(C(=O)OCC2CCCO2)c2nc3ccccc3nc2n1C1CCCC1 (configuration not stated)	-97	10	-20	3.9	49*	1	-29	0.4	nt
COc1ccc(Br)cc1CNc1ccc(S(N)(=O)=O)cc1	-5	6	-0.7	-0.6	0	7	-3	0.1	nt
O=C(CN(c1cccc([N+](=O)[O-])c1)S(=O)(=O)c1ccccc1)N(Cc1ccccc1)Cc1ccccc1	-5	3	-0.6	-0.1	-1	1	-4	-1.8	nt
COc1ccc(NC(=O)Nc2cccc3c2O[C@H](CN(C)C(=O)NC(C)C)[C@@H](C)CN([C@H](C)CO)C3=O)cc1	-7	5	-0.1	-3.9	4	7	-5	0.5	-0.3&0.4
CCOc1ncccc1C(=O)N1CCN(S(=O)(=O)c2ccc3ccccc3c2)CC1	10	-1	0.0	0.9	6	3	0	-1.3	nt
Cc1ccc(SCc2cc(=O)n3[nH]c(C)nc3n2)cc1	8	-3	0.6	1.9	11	-1	1	-2.1	-0.7
CN(C)c1ccc(/C=N/OC(=O)Nc2ccccc2)cc1	9	19	-0.8	2.5	3	-2	21	3.3	-0.8
CC(=O)OC1C2CCC1C(N1CCCC1)CC2 (configuration not stated)	12	8	0.1	0.3	3	1	7	-1.6	-0.1
COc1ccccc1CC(=O)Nc1ccon1	-9	7	1.6	1.2	-1	-4	?	-0.1	0.2
COc1ccc(CNC(=O)CC2C(=O)NCCN2C2Cc3ccccc3C2)cc1 (configuration not stated)	-4	-4	1.1	1.0	0	0	5	-0.3	-2.1
O=C(Nc1nc(-c2cccs2)c(-c2cccs2)s1)C1(c2ccccc2)CC1	-25	18	1.5	-0.3	16	1	-7	0.3	-1.5
CC1CCCCN1S(=O)(=O)c1ccc(C(=O)Nc2nnc(-c3ccco3)o2)cc1 (configuration not stated)	4	13	-1.3	-1.5	-1	6	-7	-1.4	-0.2
COc1cc(S(=O)(=O)NCC2OCCc3ccccc32)ccc1-n1cnnn1 (configuration not stated)	-16	4	-0.4	-2.0	0	1	-12	0.2	-1.5
COc1ccc(NC(=O)c2cn(-c3ccccc3)nc2SC)cc1	7	-3	?	3.2	-2	15	?	-3.4	nt
O=C(COC(=O)/C=C/c1ccc(Cl)cc1Cl)Nc1cc(C(F)(F)F)ccc1N1CCOCC1	4	9	-0.1	1.0	4	7	8	-0.6	nt
CC(C)c1ccc(-c2nc3ccccc3s2)cc1	-13	6	-0.7	-0.8	3	6	1	-1.3	nt
Cn1cccc1C(C#N)c1ncc(C(F)(F)F)cc1Cl (configuration not stated)	17	11	-0.6	1.5	1	-5	-8	-1.6	0.0
CCN(CC)c1ccc(N=Cc2c(O)n(-c3ccccc3C)c(=O)[nH]c2=O)cc1	24	31	0.2	1.6	-3	-4	-4	0.5	-2.5
COc1cccc(S(=O)(=O)N(C)C[C@@H]2OCc3cnnn3CCCC(=O)N([C@@H](C)CO)C[C@@H]2C)c1	4	0	0.0	nt	0	-3	-3	-2.2	-3.9&-0.8&-2.1
COc1ccc(NC(=O)Nc2ccc3c(c2)C(=O)N([C@H](C)CO)C[C@H](C)[C@@H](CN(C)C(=O)Nc2ccc(C(F)(F)F)cc2)O3)cc1	25	-3	-0.3	-0.1	-1	13	-3	0.9	-1.2&-0.9
Cc1ccc2c(CC(=O)NCC3COc4ccccc4O3)coc2c1 (configuration not stated)	8	-6	0.3	0.9	0	3	?	-4.6	-1.3
Cc1ccccc1NC(=O)c1sc(Cl)nc1-c1ccccc1	-7	-10	0.2	5.5	1	-5	-1	-3.9	-0.7
CCNC(=S)NNC(=O)c1cccs1	-1	13	0.3	2.3	2	4	-4	0.8	0.2
CC(=O)Nc1cccc(OC(=O)N2CCOCC2)c1	-3	-7	-0.7	2.1	5	-3	0	-0.7	-58
O=C1COc2ccc(C(=O)COC(=O)c3ccc(S(=O)(=O)C(F)F)cc3)cc2N1	-1	5	0.4	0.0	-3	-6	3	-2.9	-0.2
O=C(/C=C/NNC(=O)c1ccccc1)c1ccc([N+](=O)[O-])cc1	-5	5	-0.3	-2.9	-5	-13	-2	-1.9	-1.3
COc1ccc(OC)c(C(=O)c2coc3ccc(OC)cc23)c1	17	9	-0.3	3.3	-2	1	1	-3.2	-3.1
O=C1c2ccccc2NC(c2cccc(O)c2)N1Cc1ccco1 (configuration not stated)	-87	1	0.0	2.5	60*	4	2	-2.9	1.0
CC(C)(C)c1ccc(-n2nc(C#N)c(Cl)cc2=O)cc1	8	8	-0.4	nt	4	69*	-11	0.6	nt
CCC(C)N1C(=O)/C(=C\c2ccc(N3CCCCCC3)cc2)C(=O)NC1=S (configuration not stated)	19	26	22	0.3	0	4	16	-2.2	nt
COc1cc(C(=O)NC2CC(C)(C)NC(C)(C)C2)cc(OC)c1OC	2	-1	1.1	2.1	-1	8	-1	-4.2	nt
COc1ccc(N2CCN(C(=O)c3ccc(Cn4nc(C)c([N+](=O)[O-])c4C)o3)CC2)cc1	-2	4	-1.1	nt	2	-1	-4	0.0	0.7
O=C(Nc1ccc2c(c1)OCO2)c1cnn2cccnc12	-1	12	0.2	1.2	0	3	-2	0.7	-0.8
COc1ccc(-c2csc(NC(=O)c3ccco3)n2)cc1	19	2	1.3	3.3	0	7	-3	-1.7	nt
CC(=O)c1c(C(C)=O)c(C)n(-c2ccc(O)cc2)c1C	1	-8	-5.2	2.4	5	0	-6	-1.2	1.1
N#Cc1nc(COc2ccc(-c3ccccc3)cc2)oc1NCCCN1CCOCC1	0	-11	-0.9	-0.5	-3	0	-6	-3.7	0.9
O=C(Nc1ccc(Oc2ccc(Cl)cc2)cc1)c1ncn[nH]1	5	0	-0.7	-0.6	0	-3	-9	-1.6	1.5

Ordered by formula weight (rising): ten of the compounds above
SMILES	CCHFV vOTU inh	GDH-TPI inh	BoNT A protease	Mtb UGM inh	Mtb FBA inh	PrPC surface inh	BoNT-F LC inh	FadD28 binding	BioA inh
CC(=O)c1c(C(C)=O)c(C)n(-c2ccc(O)cc2)c1C	1	-8	-5.2	2.4	5	0	-6	-1.2	1.1
O=C(Nc1ccc2c(c1)OCO2)c1cnn2cccnc12	-1	12	0.2	1.2	0	3	-2	0.7	-0.8
O=C(Nc1ccc(Oc2ccc(Cl)cc2)cc1)c1ncn[nH]1	5	0	-0.7	-0.6	0	-3	-9	-1.6	1.5
Cc1ccccc1NC(=O)c1sc(Cl)nc1-c1ccccc1	-7	-10	0.2	5.5	1	-5	-1	-3.9	-0.7
CCC(C)N1C(=O)/C(=C\c2ccc(N3CCCCCC3)cc2)C(=O)NC1=S (configuration not stated)	19	26	22	0.3	0	4	16	-2.2	nt
N#Cc1nc(COc2ccc(-c3ccccc3)cc2)oc1NCCCN1CCOCC1	0	-11	-0.9	-0.5	-3	0	-6	-3.7	0.9
O=C1COc2ccc(C(=O)COC(=O)c3ccc(S(=O)(=O)C(F)F)cc3)cc2N1	-1	5	0.4	0.0	-3	-6	3	-2.9	-0.2
COc1ccc(N2CCN(C(=O)c3ccc(Cn4nc(C)c([N+](=O)[O-])c4C)o3)CC2)cc1	-2	4	-1.1	nt	2	-1	-4	0.0	0.7
COc1cccc(S(=O)(=O)N(C)C[C@@H]2OCc3cnnn3CCCC(=O)N([C@@H](C)CO)C[C@@H]2C)c1	4	0	0.0	nt	0	-3	-3	-2.2	-3.9&-0.8&-2.1
COc1ccc(NC(=O)Nc2ccc3c(c2)C(=O)N([C@H](C)CO)C[C@H](C)[C@@H](CN(C)C(=O)Nc2ccc(C(F)(F)F)cc2)O3)cc1	25	-3	-0.3	-0.1	-1	13	-3	0.9	-1.2&-0.9

More structures follow.
SMILES	CCHFV vOTU inh	GDH-TPI inh	BoNT A protease	Mtb UGM inh	Mtb FBA inh	PrPC surface inh	BoNT-F LC inh	FadD28 binding	BioA inh
Cc1ccc(Cl)cc1N1CCN(C(=O)Cn2ccc3ccccc3c2=O)CC1	5	-3	-0.3	0.1	2	4	?	-4.0	1.5
COc1ccc(CCNC(=O)Cc2nn(C)c(=O)c3ccccc23)cc1OC	1	-6	-1.2	0.4	-2	4	0	-0.3	-2.4
O=C(Nc1cccc(C(F)(F)F)c1)OC1CN2CCC1CC2 (configuration not stated)	-7	1	0.5	1.9	1	-7	0	-1.8	-3.9
CCCCc1nnc(NC(=O)c2ccc(S(=O)(=O)N3CCOCC3)cc2)s1	0	12	0.9	3.1	-1	2	2	-0.3	-7.5
COc1cc2c(cc1OC)CN(C(=O)c1cc(COc3ccccc3SC)on1)CC2	3	11	0.1	nt	5	-4	-1	0.3	-1.0
CCOC(=O)N1CCN(C(=O)C2CC(c3ccc(F)cc3)=NO2)CC1 (configuration not stated)	-8	-10	-1.2	1.0	3	3	2	1.7	1.5
Cc1ccc(S(=O)(=O)N2CCOC23CCN(C(=O)C(=O)NCCC(C)C)CC3)cc1	-10	-2	-4.7	-1.2	-1	7	-18	0.5	0.0
CCOc1ccc2nc(NC(=O)CN3CCN(C)CC3)sc2c1	11	21	2.8	2.7	2	4	-6	-3.0	-0.6
O=[N+]([O-])c1ccc(N2CCN(c3ccccc3)CC2)nc1	-5	9	-3.4	1.9	0	-1	-4	-2.5	nt
O=C(CSc1nc2ccccc2c(=O)n1CCCC(=O)N1CCCC1)NCc1ccco1	-7	1	-0.5	1.1	0	-6	-1	-0.4	1.0
CCC(=O)N1CCC(C)(C(=O)Nc2ccc3c(c2)OCO3)C1 (configuration not stated)	-8	2	-0.3	nt	0	-1	-3	-2.6	3.0
CCn1ncc(C2=NOC(C(=O)N3CCC(C(N)=O)CC3)C2)c1C (configuration not stated)	2	6	?	-1.7	-1	3	4	-1.6	-1.1
O=C(COC(=O)C1(c2ccc(F)cc2)CCCC1)NC1CC1	-2	10	-3.2	-1.5	-1	9	-3	-1.2	0.4
O=C(CCNC(=O)C1CCN(S(=O)(=O)c2ccc(F)cc2)CC1)NCc1cccnc1	10	-6	0.9	0.4	-1	-2	3	-2.8	-0.4
CSCCC(NS(=O)(=O)c1ccccc1F)C(=O)NCc1ccncc1 (configuration not stated)	-10	1	2.6	-1.1	-1	-2	10	-0.2	nt
Cc1ccc(Cn2c(=N)c(C(=O)NCC3CCCO3)cc3c(=O)n4ccccc4nc32)cc1 (configuration not stated)	-106	4	1.0	1.3	162*	-30	3	-2.3	5.6
O=CNc1cc(-c2ccccc2)cn2c(-c3ccc(F)c(Cl)c3)cnc12	9	9	0.5	nt	0	4	-6	-5.9	-2.6
O=C1NC(=O)C(CC(=O)N(c2ccccc2)C2(C(=O)NC3CCCC3)CCCCC2)N1 (configuration not stated)	nt	9	-0.7	1.4	-1	nt	-16	0.5	8.6
CC(=NC1CC1)C1=C(O)c2ccccc2C1=O	3	38*	?	-1.5	0	-10	0	-2.1	0.6
Cc1ccccc1NC(=O)c1cccc(NC(=O)c2ccccc2C(=O)O)c1	-13	14	nt	-0.1	-1	0	nt	-0.1	nt
O=C(CN1CCN(S(=O)(=O)c2ccc(Br)cc2)CC1)N/N=C/c1ccncc1	-7	4	-0.6	4.1	-2	4	-3	-0.7	nt
CCOC(=O)Nc1sc(=S)n(C)c1C	7	9	0.5	-3.1	-2	-11	0	-2.9	-0.8
COc1ccc(NC(=O)COC(=O)c2cc(=O)c3ccccc3o2)cc1OC	6	3	-0.5	-0.3	-1	2	-10	-1.8	-0.3
